# Bioassay records as filed in PubChem BioAssay.
# SIAE inh: human SIAE inhibitors, primary screen, biochemical, fluorescence polarization, FP-Rh probe, 1536-well HTS; SIAE FP-Rh probe binding; inhibition, % at 9.66 µM; hit rate 0.69% among 370,000; AID 1053197, 2014;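 active = inhibition above a cutoff: mean of compounds within the control limits plus 3 SD of those, cut at about 17% in these data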;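 note: 0% = plate median of compound wells and 100% = probe without SIAE protein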
# UHRF1 binding: UHRF1 methylated DNA binding inhibitors, primary screen, counter-screen for MBD2 inhibitor project, biochemical, TR-FRET, human UHRF1, single concentration; E3 ubiquitin-protein ligase UHRF1 (Homo sapiens), Q96T88; UHRF1 binding to methylated oligo; inhibition, % at 4.4 µM; hit rate 0.75% among 370,000; in the data active = inhibition above about 21%;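 note: UHRF1 SRA domain binding a hemimethylated CpG hairpin DNA probe; 0% = median of test compound wells and 100% = reference inhibitor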
# TCR CD3 inh: inhibitors of human TCR-CD3 interaction, primary screen, biochemical, fluorescence, TAMRA-labeled TCR probe. T-cell receptor (TCR). inhibition, % at 9.4 µM. hit rate 0.37% among 360,000. AID 651800, 2012; in the data active = inhibition above about 19%;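 note: recombinant mutant TCR 2C K166C tagged with TAMRA read by polarization; 0% = receptor in buffer alone and 100% = receptor with positive control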
# mABHD4 FP: ABHD4 inhibitors, primary screen, biochemical, fluorescence polarization, mouse. (Lyso)-N-acylphosphatidylethanolamine lipase (Mus musculus), Q8VD66. purified mABHD4, FP-Rh probe fluorescence polarization. inhibition, % at 8.92 µM. hit rate 0.54% among 370,000. AID 720543, 2013;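 active = inhibition exceeding the mean over every tested compound plus 3 SD, cut at about 30% in these data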;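 note: 0% = plate median of compound wells and 100% = S159A mutant with DMSO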
#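 Test system: mouse ABHD4 enzyme, wild type. Reagent: FP-Rh fluorescent activity-based probe, added after compound pre-incubation. Timing: pre-incubation 45 min, probe exposure 60 min, at 25 °C. Technique: FP readout, ex 525 nm / em 598 nm. Benchmarks: high control S159A mutant with DMSO, low control median of compound wells.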
# MBD2 DNA inh: inhibitors of MBD2 binding to methylated DNA, primary screen, biochemical, TR-FRET, DNA-binding domain, human; Methyl-CpG-binding domain protein 2 (Homo sapiens), Q9UBB5; MBD2 binding to methylated oligonucleotide; inhibition, % at 4.4 µM; hit rate 0.31% among 370,000; AID 686964, 2013; in the data active = inhibition above about 13%
# HTRA1 inhibitor: HTRA1 serine protease inhibitors, primary screen, biochemical, fluorescence polarization, HTS. recombinant HTRA1, FP-rhodamine activity-based probe. inhibition, % at 5.96 µM. hit rate 0.5% among 340,000. AID 504803, 2011; in the data active = inhibition above about 36%;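 note: 0% = enzyme with DMSO and 100% = wells lacking enzyme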
# PRMT1 FP inh: PRMT1 methyltransferase inhibitors, primary screen, biochemical, fluorescence polarization | recombinant PRMT1, activity-based probe fluorescence polarization | Protein arginine N-methyltransferase 1 (Homo sapiens), Q99873 | hit rate 1.3% among 370,000 | inhibition, % at 2.79 µM;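 active = inhibition above about 21% made by adding two undisclosed values, limit read from the data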
# rCAG binder: binders of r(CAG) RNA repeats, primary screen, biochemical, fluorescence | r(CAG) RNA repeat, TO-PRO-1 dye displacement fluorescence | inhibition, % at 3 µM | hit rate 1.3% among 370,000 | AID 651821, 2012;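 active = inhibition above the plate cutoff, the mean of all test compounds on that plate plus 3 SD, cut at about 35% in these data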;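 note: 0% = DMSO alone and 100% = 100 µM mitoxantrone as full dye displacement; higher means more dye released from RNA so lower well fluorescence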
# GC-B act: human GC-B receptor activators, primary screen, HEK293 GC-B cells, cGMP TR-FRET, EC30 CNP. Atrial natriuretic peptide receptor 2 (Homo sapiens), P20594. activation, % at 10 µM. hit rate 0.11% among 370,000. 0% at EC30 CNP, 100% saturating CNP;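 active = activation at 10 µM reaching about 35% in either raw or pattern-adjusted values, limit read from the data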
# NPR1 activator: GC-A stimulated cGMP production enhancers – HEK293 GC-A cells, cGMP TR-FRET, EC30 ANP, primary screen; Atrial natriuretic peptide receptor 1 (Homo sapiens), P16066; 0% at EC30 ANP, 100% saturating ANP; activation, % at 10 µM; hit rate 0.14% among 370,000; in the data active = activation above about 40%
# Target sequence (P16066 whole entry, looked up): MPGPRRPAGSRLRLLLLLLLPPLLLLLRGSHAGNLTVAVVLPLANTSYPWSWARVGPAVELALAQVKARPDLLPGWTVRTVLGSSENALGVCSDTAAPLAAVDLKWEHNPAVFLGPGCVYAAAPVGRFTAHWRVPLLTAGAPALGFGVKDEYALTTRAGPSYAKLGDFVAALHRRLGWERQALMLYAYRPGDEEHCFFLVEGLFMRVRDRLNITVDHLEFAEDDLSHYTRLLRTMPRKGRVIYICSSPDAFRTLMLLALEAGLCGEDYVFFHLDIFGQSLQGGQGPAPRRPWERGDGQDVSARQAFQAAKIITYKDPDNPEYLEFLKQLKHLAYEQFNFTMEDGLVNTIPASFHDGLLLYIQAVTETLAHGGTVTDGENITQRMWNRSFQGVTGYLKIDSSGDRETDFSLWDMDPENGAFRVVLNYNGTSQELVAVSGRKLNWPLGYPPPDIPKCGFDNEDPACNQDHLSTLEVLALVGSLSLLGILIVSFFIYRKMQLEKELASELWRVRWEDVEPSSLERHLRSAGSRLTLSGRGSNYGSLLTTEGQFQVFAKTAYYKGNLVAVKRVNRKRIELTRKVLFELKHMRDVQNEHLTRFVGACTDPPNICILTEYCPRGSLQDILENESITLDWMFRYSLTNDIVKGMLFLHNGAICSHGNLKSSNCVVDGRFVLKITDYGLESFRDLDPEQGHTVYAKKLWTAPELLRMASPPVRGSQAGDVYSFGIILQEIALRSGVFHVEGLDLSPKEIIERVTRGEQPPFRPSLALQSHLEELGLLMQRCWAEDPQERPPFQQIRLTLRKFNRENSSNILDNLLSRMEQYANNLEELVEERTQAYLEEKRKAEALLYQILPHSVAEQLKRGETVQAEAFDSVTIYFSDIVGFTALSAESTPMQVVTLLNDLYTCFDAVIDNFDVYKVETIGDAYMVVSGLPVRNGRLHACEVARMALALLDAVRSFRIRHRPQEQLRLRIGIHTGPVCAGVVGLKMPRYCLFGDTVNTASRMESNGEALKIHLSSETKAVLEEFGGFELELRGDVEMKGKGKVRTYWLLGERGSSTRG
# The depositor's hits bear a star; x = not tested or not shown. A portion of the library. The share of hits here may be higher or lower than overall.
# Every second line gives: SIAE inh, MBD2 DNA inh, mABHD4 FP, GC-B act, NPR1 activator, UHRF1 binding, HTRA1 inhibitor, rCAG binder, TCR CD3 inh, PRMT1 FP inh
1) O=C(/C=C(/c1ccc(Cl)cc1)n1cncn1)c1ccccc1
 : -3, 1, -9, -4, -5, 0, 4, 2, 3, -2
2) Cc1n(CC(O)COCc2ccccc2)c2ccccc2[n+]1C (stereo not given)
 : -5, 8, -7, 2, 4, 6, 7, -2, -4, 2
3) COc1cc([N+](=O)[O-])c2nccnc2c1
 : 3, 0, 3, -1, 4, 1, 3, -2, 6, 3
4) Cc1ccc(/C=C/c2onc(C)c2S(=O)(=O)N2CCC(C(=O)NC(C)(C)C)CC2)cc1
 : -7, -2, 4, -4, -5, 0, 0, 5, -3, 2
5) CCNC(=S)N(Cc1c(C)noc1C)c1ccccc1
 : -4, -3, -3, 7, -2, 2, 3, -2, 6, 1
6) COc1ccccc1C(=O)NCCC(=O)NCC1CCCCC1
 : 12, -4, 2, 0, -1, -2, 5, 0, 3, -3
7) C/C(=N\O)C(C)(C)Nc1cccc(F)c1
 : 5, -2, -4, -9, -2, -3, -1, 1, 1, -4
8) O=C(O)CCN1CC2([N+](=O)[O-])C=CC(=O)C([N+](=O)[O-])(C1)C2CC(=O)c1ccccc1 (stereo not given)
 : 17*, -9, 27, 6, -1, 4, -2, 34, -3, 11
9) CCCCOCCCNC(=O)Cc1cccs1
 : 3, 0, -3, -6, -2, 0, -3, 1, 8, 1
10) Cc1cccc(OCc2nc(-c3cccnc3)no2)c1
 : 6, -1, 3, -1, 1, -1, 1, -4, -3, 3
11) CCOc1ccc(-c2csc3ncn(-c4ccc(OC)cc4)c(=O)c23)cc1
 : -8, 5, -4, 0, -3, 3, -4, -1, 3, 10
12) Cc1ccc(C)c(N2CCN(C(=O)c3ccc4nc(N5CCOCC5)sc4c3)CC2)c1
 : 3, -4, -6, -1, -13, 4, -32, -4, -8, 1
13) O=C(CN1CCCc2ccccc21)NCc1ccccc1F
 : 2, 3, 6, 4, -1, -3, x, 5, x, 2
14) COc1ccc(C2OCC(C)([N+](=O)[O-])CO2)cc1 (stereo not given)
 : 9, -1, 5, 4, 4, 0, 4, 1, -1, 2
15) CC(=O)Nc1cccc(-c2ccnc3c2CC(C(=O)NCC2CCOCC2)O3)c1 (stereo not given)
 : -1, -8, -7, 2, 2, 4, x, 0, -3, -2
16) CN(C)CCN1C(=O)c2ccccc2C1=O
 : 6, -4, 4, 4, 0, 2, 2, 1, -1, -3
17) O=C(COC(=O)/C=C/c1cccc(Br)c1)NCc1cccs1
 : -13, -4, 6, 5, -1, 2, -4, 0, 4, -1
18) CC(C)(C)c1ccccc1N=Cc1ccc2ccccc2n1
 : -3, -2, 3, -3, -10, 7, 1, 0, -1, -1
19) Fc1ccc(N2CCN(Cc3cnc(Cl)s3)CC2)cc1
 : 1, 5, 3, -3, 7, -2, -4, -4, 3, 3
20) NC(=O)c1ccsc1NC(=O)c1ccc(S(=O)(=O)N2CCCC2)cc1
 : -12, -3, -1, 0, 19, 1, -17, 7, 0, -4
21) Cc1ccccc1-c1nc2sc3c(c2c(=O)o1)CCC3
 : 0, -4, -2, -16, -17, 0, -4, -1, 2, -7
22) Cc1ccsc1C(=CCCN1CCC[C@@H](C(=O)O)C1)c1sccc1C
 : -5, 0, 3, -2, 1, -2, 5, 3, -1, 3
23) O=C(NS(=O)(=O)Oc1cccc(Cl)c1Cl)OC[C@@H]1CCCN2CCCCC12 (stereo not given in full)
 : 0, 4, 4, 4, -1, 0, 5, 1, 1, 3
24) Cc1ccc(C)c(NC(=O)C(CC(=O)O)C2CCCO2)c1 (stereo not given)
 : 5, -1, -1, 6, 2, 10, 0, 3, 11, 1
25) CCc1nc2c(OCCOc3ccc(F)cc3)cccn2c1N(C)C(=O)c1ccc(C)cc1
 : 1, 2, 5, 6, -2, 0, x, 2, -2, -2
26) O=C(NCc1nnc2n1CCCCC2)c1ccc(Cl)cc1Cl
 : 3, -6, 3, 5, 3, 1, 2, 1, 5, -1
27) Cc1cc2cc3c(=O)[nH]c(=O)[nH]c3nc2cc1C
 : -8, 7, -3, -7, 21, 1, x, 1, -5, 2
28) CCOc1ccc(N2CC(C(=O)NC3CCCC3)CC2=O)cc1 (stereo not given)
 : -3, 2, 2, 0, 4, -1, -1, -6, -5, 2
29) O=S(=O)(NC(=NCc1ccccc1)c1ccccc1)c1ccc(Br)cc1
 : 5, 5, -14, -9, -4, -2, -15, -2, 5, -1
30) Cc1ccnc(NC(=O)COc2ccccc2[N+](=O)[O-])c1
 : -3, 0, 6, 1, 2, 1, -2, -4, -5, 7
31) O=C(Nc1ccc(Cl)c(Cl)c1)C1CCN(c2ncccn2)CC1
 : -3, 3, -13, -1, 3, 3, x, 0, x, 2
32) C=CCCC(=O)N1CCC(n2nccc2NC(=O)c2ccccc2C)CC1
 : 5, -1, 1, 4, 1, -2, 4, -1, 5, -3
33) CC1CCCC(C)N1C(=O)COC(=O)c1c[nH]c2ccccc12 (stereo not given)
 : -3, -1, 0, 1, 1, -1, 4, -2, -4, 3
34) Cc1ccc2c(CN3CCOCC3)cc(=O)oc2c1
 : -6, -3, -5, -1, 2, -1, x, -1, 0, 0
35) CCOC(=O)c1c(C)[nH]c(C)c1C(=O)COC(=O)C1CC(=O)N(CCc2ccccc2)C1 (stereo not given)
 : -1, 8, 4, -7, -2, -1, 0, 0, 2, 3
36) Cc1nc2ccccn2c(=O)c1NC(=O)c1cccs1
 : 13, 1, 4, -1, 2, -2, -1, 1, -1, -2
37) CCN1C[C@@H]2[C@@H]3C(=O)N(Cc4ccccc4)C(=O)[C@@H]3[C@](C)(C1=O)N2C(=O)c1ccc(Cl)cc1
 : -4, -3, -6, 2, 1, -2, 0, -5, 0, -2
38) COc1cccc(N(C)C(=O)[C@@H](C)[C@@H](O)c2ccc3ccccc3c2)c1
 : -4, -3, 0, -1, -2, -1, x, -2, x, -2
39) CC1(C)CC(=O)C2=C(C1)N(Cc1cccnc1)C(=O)C2(NC(=O)c1cccnc1)C(F)(F)F (stereo not given)
 : -1, 3, 1, 1, -2, -1, 10, 0, -3, 2
40) COc1ccc(S(=O)(=O)Nc2ccccc2C(=O)NCc2cccnc2)cc1C
 : -2, -7, -10, 1, 2, 0, -3, 10, 6, -6
41) CCCCCNC(=O)C1c2ccccc2Oc2ccccc21
 : 0, -4, -6, 2, -16, -1, 1, -3, 6, -4
42) Cc1cc(Cl)ccc1Oc1cccc(C(=O)/C(C#N)=C/N(C)C)c1
 : -5, 3, -30, 6, -3, 8, -18, 33, 0, 0
43) CS(=O)(=O)c1ccc2nc(NC3(C(F)(F)F)N=C4SCCN4C3=O)sc2c1 (stereo not given)
 : 1, 4, 4, -2, 3, 3, -4, 4, -2, 4
44) Cc1cccn2c(=O)c(/C=C(\C#N)C(=O)NCc3ccccc3)c(N3CCC(C(N)=O)CC3)nc12
 : -2, -3, 4, 2, 5, 1, -5, -1, 10, 1
45) Cc1cc(C(=O)N/N=C/c2cccs2)no1
 : 9, 2, -3, 2, 1, -5, 9, 1, 2, -2
46) COc1ccc(C2CC(c3ccccc3)=NN2C(=O)COC(=O)c2cc(S(=O)(=O)N3CCOCC3)ccc2F)cc1 (stereo not given)
 : -1, -1, 1, 18, 24, 1, -11, 13, 14, -1
47) Cc1ccc(C2CC(c3ccccc3)=NN2C(=O)CSc2nnc(-c3ccncc3)n2C)o1 (stereo not given)
 : 4, 5, -10, 4, 2, 6, 2, -5, -10, 9
48) Cc1ccc(Nc2nc(C)c(CCC(C)C)c(=O)[nH]2)cc1
 : 7, -3, -2, 0, 5, 1, -2, 25, -1, 0
49) COc1ccc(/C=N/NC(=O)CC(=O)NC2CCCCC2)cc1
 : -2, 0, -1, 5, 5, -3, 3, -3, 7, -2
50) Cc1cc(C)cc(NCc2cc3c(cc2[N+](=O)[O-])OCO3)c1
 : 11, -3, 31*, -4, -5, -5, 6, 30, 9, 6
51) CCN1CCn2c3c(c4cc(Br)ccc42)CCCC31 (stereo not given)
 : 8, 2, 16, -2, -5, 1, 0, -3, 8, 1
52) C=CCN(CC#CC(=C)C)CC1CC1
 : 1, -6, 4, 3, 4, 0, x, 0, x, 1
53) COc1ccc(-c2cc(CNS(=O)(=O)c3ccc(F)cc3)on2)cc1
 : -4, -1, 2, -1, -3, -2, -15, -1, 8, -2
54) CSc1ccccc1NC(=O)COC(=O)CCc1ccccc1
 : -2, 3, 5, -2, -4, 0, 7, -1, -5, 2
55) Cc1ccc(CNS(=O)(=O)c2cc3c(cc2C)NC(=O)CO3)cc1
 : 4, 3, 5, 3, 1, -3, 2, 3, 6, -2
56) Cc1ccc(C(=O)CSc2nnc(-c3ccncc3)n2C)cc1
 : -5, 0, 1, 1, -7, -2, 1, -2, -6, 3
57) Cn1c(N)c(C(=O)COC(=O)CSc2ccccc2)c(=O)n(C)c1=O
 : 1, -7, 4, -3, 6, 0, -5, -1, 2, 3
58) COc1ccc(C(C)=O)cc1CON=C1CSCc2ccccc21
 : 9, -6, 0, -4, -6, -9, -24, 6, 2, 12
59) Cc1cc(NC(=O)CCCC(=O)NCc2cccs2)no1
 : -4, 12, 1, 5, 3, 25*, -3, 0, 2, 3

# 4 compounds drawn at random from the list so far:
# Every second line gives: SIAE inh, MBD2 DNA inh, mABHD4 FP, GC-B act, NPR1 activator, UHRF1 binding, HTRA1 inhibitor, rCAG binder, TCR CD3 inh, PRMT1 FP inh
15) CC(=O)Nc1cccc(-c2ccnc3c2CC(C(=O)NCC2CCOCC2)O3)c1 (stereo not given)
 : -1, -8, -7, 2, 2, 4, x, 0, -3, -2
7) C/C(=N\O)C(C)(C)Nc1cccc(F)c1
 : 5, -2, -4, -9, -2, -3, -1, 1, 1, -4
21) Cc1ccccc1-c1nc2sc3c(c2c(=O)o1)CCC3
 : 0, -4, -2, -16, -17, 0, -4, -1, 2, -7
51) CCN1CCn2c3c(c4cc(Br)ccc42)CCCC31 (stereo not given)
 : 8, 2, 16, -2, -5, 1, 0, -3, 8, 1

# Grouped by structure: the entries above with an NH in an aromatic ring
# Every second line gives: SIAE inh, MBD2 DNA inh, mABHD4 FP, GC-B act, NPR1 activator, UHRF1 binding, HTRA1 inhibitor, rCAG binder, TCR CD3 inh, PRMT1 FP inh
27) Cc1cc2cc3c(=O)[nH]c(=O)[nH]c3nc2cc1C
 : -8, 7, -3, -7, 21, 1, x, 1, -5, 2
33) CC1CCCC(C)N1C(=O)COC(=O)c1c[nH]c2ccccc12 (stereo not given)
 : -3, -1, 0, 1, 1, -1, 4, -2, -4, 3
35) CCOC(=O)c1c(C)[nH]c(C)c1C(=O)COC(=O)C1CC(=O)N(CCc2ccccc2)C1 (stereo not given)
 : -1, 8, 4, -7, -2, -1, 0, 0, 2, 3
48) Cc1ccc(Nc2nc(C)c(CCC(C)C)c(=O)[nH]2)cc1
 : 7, -3, -2, 0, 5, 1, -2, 25, -1, 0
